# ATXN viability: cell viability loss in ATXN counter-screen | S2 cells (HEK-293 line with an ATXN2-luciferase reporter) viability, CellTiter-Fluor protease fluorescence, 24 h | Potency, µM (doses to about 56.7 µM), hits mostly cytotoxic | 400,000 compounds, 0.49% hits; note: nearly all actives have a fitted effect of over 40% in size
# Nrf2 block: inhibitors of Nrf2 signaling; 360,000 compounds, 2.1% hits; A549 ARE-Fluc reporter, luciferase luminescence, 18-24 h; Potency, µM (top dose mostly 46 µM), inactives show at the highest dose activity change, negative = inhibition, most hits filed as inhibitors; note: % is set by controls: 0 for no effect and ±100 for the full control effect; nearly all actives have a fitted effect of over 60% in size
#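 Concentration-response testing used A549 ARE_Fluc cells at 5000 cells/well. Following an 18-24 h compound incubation, viability was read by fluorescence (Ex 405/Em 525) and luciferase output by luminescence.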
# ATXN2 expr inh: ATXN2 expression inhibition. 360,000 compounds, 0.72% hits. HEK-293 ATXN2-luciferase reporter, luminescence, 24 h. Potency, µM (series often up to 57 µM), without a hit: top-dose activity change, negative = inhibition, most hits filed as inhibitors; note: % is set by controls: 0 for no effect and ±100 for the full control effect; nearly all actives have a fitted effect of over 55% in size
#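 qHTS (up to 57 uM final) was run with 24 h compound exposure of reporter cells at 37 °C. Each well was multiplexed: SteadyGlo luminescence measured ATXN2-luciferase expression after a fluorogenic Gly-Phe-AFC viability readout (25 uM final).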
# Nrf2 activator: activates Nrf2 signaling; AREc32 ARE-luciferase reporter (MCF7-derived line), luminescence, 24 h; Potency, µM (highest dose often 46.1 µM), for the others: at the top dose activation, hits mostly activators; 410,000 compounds, 0.31% hits; note: % of control where 0% means no effect; nearly all actives have a fitted effect of over 65% in size
#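 Luciferase luminescence (Steady-Glo, 30 min at room temperature) served as the read-out of ARE activation in AREc32 cells treated with compounds for 24 hr at 37 deg C.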
# EPAC2 antagonist: EPAC2 (human) antagonism | Q8WZA2 | EPAC2 GEF exchange of Rap1B-BODIPY-GDP, fluorescence | Potency, µM (top dose mostly 114 µM), for the others: top-dose activity, negative = inhibition, usual class: inhibitors | 360,000 compounds, 0.18% hits | AID 720708; note: % is set by controls: 0 for no effect and ±100 for the full control effect; nearly all actives have a fitted effect of over 45% in size; many of its hits are not listed in these tables
# Target sequence (Q8WZA2 whole entry, looked up): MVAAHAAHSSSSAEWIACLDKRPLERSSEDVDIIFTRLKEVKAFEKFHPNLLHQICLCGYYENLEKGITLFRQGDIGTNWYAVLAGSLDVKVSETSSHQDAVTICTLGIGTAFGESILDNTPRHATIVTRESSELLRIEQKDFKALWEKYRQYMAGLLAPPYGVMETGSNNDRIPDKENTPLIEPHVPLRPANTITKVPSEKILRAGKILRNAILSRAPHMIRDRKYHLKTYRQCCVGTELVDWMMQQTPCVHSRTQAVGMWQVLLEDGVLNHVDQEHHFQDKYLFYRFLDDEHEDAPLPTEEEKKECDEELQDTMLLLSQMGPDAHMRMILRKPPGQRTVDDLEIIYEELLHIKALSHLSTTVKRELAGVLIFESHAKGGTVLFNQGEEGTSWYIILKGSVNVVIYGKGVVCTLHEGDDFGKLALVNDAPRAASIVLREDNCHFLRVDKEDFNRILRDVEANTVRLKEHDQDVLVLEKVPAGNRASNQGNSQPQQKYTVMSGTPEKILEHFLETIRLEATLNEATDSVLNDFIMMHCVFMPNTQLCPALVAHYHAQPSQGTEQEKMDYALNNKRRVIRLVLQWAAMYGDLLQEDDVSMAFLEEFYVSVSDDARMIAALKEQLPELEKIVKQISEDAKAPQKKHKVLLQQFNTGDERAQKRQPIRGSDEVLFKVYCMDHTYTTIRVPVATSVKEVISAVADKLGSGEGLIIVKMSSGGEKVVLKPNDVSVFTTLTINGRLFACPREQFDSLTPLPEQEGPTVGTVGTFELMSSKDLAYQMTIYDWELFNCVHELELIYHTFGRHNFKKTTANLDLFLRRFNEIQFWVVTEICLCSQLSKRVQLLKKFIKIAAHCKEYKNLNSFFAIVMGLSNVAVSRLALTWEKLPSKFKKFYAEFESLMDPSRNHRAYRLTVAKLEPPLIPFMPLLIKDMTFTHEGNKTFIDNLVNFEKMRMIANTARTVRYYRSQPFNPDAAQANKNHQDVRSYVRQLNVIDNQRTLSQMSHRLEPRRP
# A549 tox: kills or reduces viability of A549 cells in Nrf2 counter-screen; A549 ARE-Fluc cells, CellTiter-Fluor viability, 18-24 h; Potency, µM (series often up to 46 µM), for inactives: top-dose activity change, negative = cytotoxicity, usual class: inhibitors; 390,000 compounds, 0.16% hits; AID 504648; note: % is set by controls: 0 for no effect and ±100 for the full control effect
#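 A549 ARE-Fluc cells in 5% FBS OPTI-MEM, 5000 cells/well, rested 2 h then exposed to compounds in concentration-response for 18-24 h at 37 °C. Viability by CellTiter-Fluor fluorescence (Ex 405/Em 525) after 30 min; luciferase luminescence (BugLite, 15 min, RT) read afterwards.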
# HepG2 tox: kills HepG2 cells in TGF-b inhibitor counter-screen; HepG2 CAGA-GFP viability, ATP luminescence, 18 h; Potency, µM (doses to about 46.1 µM), for inactives: at the top dose activity change, negative = cytotoxicity, most hits filed as cytotoxic; 410,000 compounds, 0.76% hits; AID 588856; note: some results filed as inactive show a strong effect at the top dose
#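 CellTiter-Glo luminescence gave cytotoxicity after 18 hours at 37 degrees C. The cells were HepG2 CAGA-GFP in 1% FBS DMEM, stimulated with 500 pg/mL TGF-beta after compound addition. %Activity was normalised to no-cell wells (complete cell-killing) and DMSO (no toxicity), and curves were fitted and classified.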
# MCF10A rereplic: inducers of DNA re-replication in MCF 10A breast cells; MCF 10A DNA re-replication, Hoechst nuclear intensity, 48 h; Potency, µM (doses to about 46.1 µM), without a hit: at the highest dose activity, positive = re-replication, usual class: activators; 350,000 compounds, 2.9% hits; AID 624296; note: % of control where 0% means no effect; nearly all actives have a fitted effect of over 50% in size
# TGFb inhibitor: TGF-b pathway inhibition; Potency, µM (series often up to 46.1 µM), for inactives: top-dose activity, negative = inhibition, usual class: inhibitors; AID 588855; HepG2 CAGA-GFP TGF-b/SMAD3 reporter, GFP fluorescence, 18 h; TGF-beta stimulated, 500 pg/mL final; 410,000 compounds, 1.2% hits; note: % is set by controls: 0 for no effect and ±100 for the full control effect; nearly all actives have a fitted effect of over 65% in size
#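 Per well, imaged GFP fluorescence of HEPG2 CAGA-GFP cells gives the signal; cells get compound, then TGF-beta (500 pg/mL final), 18 h at 37 degrees C; %Activity versus -TGF-beta and +DMSO controls.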
# * marks the source's active call; other numbers are inactive results; i = inactive; u = inconclusive; x = no result given; & = joins results of further samples; [ ] = remark or other dose. Calls come from the whole dose curve; as a rule, active = well fitted curve in the direction sought with a large enough effect; inconclusive = small, poorly fitted or top-dose-only effect, or another doubt; inactive = no such curve, though single readings can be large; an effect the other way counts as inactive or inconclusive. Potency is the fitted concentration of half-maximal effect. This is a subset. The share of hits here may be higher or lower than overall.
Molecule | ATXN viability | Nrf2 block | ATXN2 expr inh | Nrf2 activator | EPAC2 antagonist | A549 tox | HepG2 tox | MCF10A rereplic | TGFb inhibitor
COc1ccc(NC(=O)CSc2nnc(-c3ccco3)c(-c3ccco3)n2)cc1OC | i | -25% | -18% | 9.4% | 7% | 5% | -3% | 20% | -5%
O=C(CCc1nnc2n(Cc3ccccc3)c(=O)c3ccccc3n12)NCCCN1CCCCC1 | i | 5% | 1% | 0.0% | 7% | 2% | 0% | 4% | 10%
O=C(NNc1nc2ccccc2s1)c1ccc(F)cc1 | i | 9% | 3% | 0.2% | -1% | -4% | -58% | 9% | -11%
Cc1cc(NC(=O)COC(=O)c2c(Cl)cccc2Cl)no1 | i | u | 120%[activator] | -1.5% | 1% | -6% | -20% | 50% | 5%
O=[N+]([O-])c1ccc(COc2cccc3cccnc23)cc1 | i | u | 91%[activator] | 3.7% | 6% | -1% | -3% | 0% | 13%
ONC(=Nc1ccc(Cl)cc1)c1ccccc1 | i | -5% | 7% | 0.8% | 0% | -6% | -9% | 1% | -1%
C[C@H]1CN([C@@H](C)CO)C(=O)c2cc(Br)cnc2O[C@H]1CN(C)S(=O)(=O)c1ccccc1F | i | x | -12% | -1.4% | -5% | x | -22% | x | 0%
CCn1cc(C(=O)NCc2ccco2)c(=O)c2cc(S(=O)(=O)N3CCCCCC3)ccc21 | i | u | -19% | -0.7% | 6% | -9% | -47% | u | -3%
CC1=C(C(=O)N(C(C)C)C(C)C)CC(CC(=O)NC2CCCC2)C(=O)N1CCCN1CCCC1=O (centres undefined) | i | x | 3% | -0.1% | 8% | x | -8% | x | 6%
COc1cccc(/C=N/NC(=O)c2cc3c(OC)cccc3[nH]2)c1OC | i | -1% | 9% | 0.4% | -13% | 14% | -44% | u | u
COc1ccccc1OCc1ccc(C(=O)Nc2ccc(C)c(C)c2)o1 | x | x | x | 0.2% | x | -6% | -35% | x | -27%
COc1cc(NC(=O)CN2Cc3ccccc3C2=O)cc(OC)c1OC | x | 0% | x | -0.4% | x | 13% | -5% | x | 3%
CCOc1ccc(-c2csc(-c3nc(-c4ccc(Br)s4)cs3)n2)cc1 | i | 18% | -4% | 4.3% | x | -3% | 2% | x | 8%
CCn1cc(/C=N\NC(=O)Cc2ccc([N+](=O)[O-])cc2)c(C)n1 | i | 2% | 8% | -0.2% | 8% | -1% | 34% | 1% | -4%
CCc1nc2ccc(C(=O)NCCCN3CCN(c4ccccc4F)CC3)cc2nc1CC | i | -4% | -13% | 3.2% | -5% | -2% | -18% | u | -14%
COc1ccc(/C=C(\C#N)C(=O)N2CCOCC2)cc1Br | u | -17% | -6% | 2.2% | 1% | -9% | -12% | -1% | 12%
Cc1cc(C)nc(NC2=NCC(=O)N2c2ccc3c(c2)OCCO3)n1 | i | 9% | 9% | 0.1% | 4% | -2% | 1% | 6% | 8%
CCOC(=O)c1cccc(NC(=O)CCC(=O)N2CC(C)Oc3ccc(C)cc32)c1 (centres undefined) | i | -22% | -13% | -0.9% | x | 0% | 0% | x | -26%
COc1ccc(-n2nnnc2C(c2cccc(OC)c2OC)N2CCN(C/C=C/c3ccccc3)CC2)cc1 (centres undefined) | u | x | -20% | 4.6% | -19% | x | -6% | x | u
COc1cccc(OCC(O)CN2CCN(c3ccc(Cl)cc3)CC2)c1 (centres undefined) | i | -6% | x | -0.6% | -13% | 0% | -69% | 6% | -9%
CCCCSCCCNC(=O)CN1C(=O)COc2ccc(S(=O)(=O)N3CCCC3)cc21 | u | 1% | 6% | 0.4% | x | -14% | 0% | x | u
CCOC(=O)C1CCCN(Cc2ccc(OCc3ccccc3)cc2)C1 (centres undefined) | u | -2% | x | 5.4% | -5% | 9% | -14% | 5% | -6%
O=C(COc1ccccc1/C=C1\SC(=O)NC1=O)Nc1ccccc1 | i | u | 4% | 15% | -6% | -12% | -28% | 3% | -12%
COCCn1c(SCC(=O)Nc2cc(C)on2)nc2c(c1=O)SCC2 | i | -8% | -1% | 0.3% | -6% | -4% | 13% | 1% | 12%
CCOc1ccc(S(=O)(=O)N2CCN(C(=O)c3ccc(Cl)c(S(=O)(=O)N4CCOCC4)c3)CC2)cc1 | u | u | x | 2.0% | 18% | 0% | -14% | -4% | -27%

# For reference, 6 of the compounds above.
Molecule | ATXN viability | Nrf2 block | ATXN2 expr inh | Nrf2 activator | EPAC2 antagonist | A549 tox | HepG2 tox | MCF10A rereplic | TGFb inhibitor
COc1cccc(OCC(O)CN2CCN(c3ccc(Cl)cc3)CC2)c1 (centres undefined) | i | -6% | x | -0.6% | -13% | 0% | -69% | 6% | -9%
CCCCSCCCNC(=O)CN1C(=O)COc2ccc(S(=O)(=O)N3CCCC3)cc21 | u | 1% | 6% | 0.4% | x | -14% | 0% | x | u
CCOC(=O)C1CCCN(Cc2ccc(OCc3ccccc3)cc2)C1 (centres undefined) | u | -2% | x | 5.4% | -5% | 9% | -14% | 5% | -6%
O=C(COc1ccccc1/C=C1\SC(=O)NC1=O)Nc1ccccc1 | i | u | 4% | 15% | -6% | -12% | -28% | 3% | -12%
COCCn1c(SCC(=O)Nc2cc(C)on2)nc2c(c1=O)SCC2 | i | -8% | -1% | 0.3% | -6% | -4% | 13% | 1% | 12%
CCOc1ccc(S(=O)(=O)N2CCN(C(=O)c3ccc(Cl)c(S(=O)(=O)N4CCOCC4)c3)CC2)cc1 | u | u | x | 2.0% | 18% | 0% | -14% | -4% | -27%

# Next part
Molecule | ATXN viability | Nrf2 block | ATXN2 expr inh | Nrf2 activator | EPAC2 antagonist | A549 tox | HepG2 tox | MCF10A rereplic | TGFb inhibitor
COc1ccc2sc(N(Cc3cccnc3)C(=O)c3ccc4c(c3)OCCO4)nc2c1 | x | x | x | 4.1% | x | -27% | -36% | x | u
CCCCC1CCC(C(=O)N(CC(C)C)c2c(N)n(Cc3ccccc3)c(=O)[nH]c2=O)CC1 (centres undefined) | u | 0% | u | 0.7% | -1% | -2% | -24% | 0% | 4%
Cc1cc(NC(=O)CN(C)C)c([N+](=O)[O-])cc1C | u | u | x | -0.2% | 6% | 0% | -15% | 2% | 2%
O=[N+]([O-])c1cccc(C=NN=C2c3ccccc3-c3ccccc32)c1 | i | -1% | -16% | 23% | -19% | 1% | -1% | 7% | 4%
CN(Cc1ccccc1F)Cc1cc(=O)oc2cc(O)c(Cl)cc12 | x | -3% | -5% | 0.0% | -27% | 2% | -126% | 5.8µM* | 8%
Cc1ccc(C)c(NC(=O)CN(C)C(=O)c2cc(-c3cccs3)nn2-c2ccccc2)c1 | i | -10% | -6% | 0.1% | 9% | 0% | -5% | u | -1%
O=C(NCCc1csc(-c2cccc(F)c2)n1)c1ccco1 | i | u | -15%&-19% | 2.2%&1.3% | -15% | 6%&5% | -26%&-8% | -2% | -25%&11%
Cc1ccc(C(=O)COC(=O)CNC(=O)c2ccco2)cc1 | x | 0% | x | -0.1% | -1% | -8% | -18% | 1% | u
O=C(Nc1ccc(S(=O)(=O)N2CCCC2)cc1)c1cccs1 | i | -3% | -3% | 2.0% | 9% | 0% | -10% | -4% | u
CC(NC(=O)CSc1nnnn1C1CC1)c1ccccc1Br (centres undefined) | i | 9% | x | 5.5% | 5% | 12% | 1% | -4% | 7%
Cc1ccccc1SCCNC(=O)c1ccccc1Br | i | u | 32% | 3.9% | -16% | 0% | 1% | -1% | 29%
S=c1[nH]nc(-c2ccco2)n1/N=C/c1ccc(Cl)c(Cl)c1 | i | 15% | -11% | u | -8% | -1% | -3% | u | -3%
O=[N+]([O-])c1ccc(OCCCCN2CCc3ccccc3C2)cc1 | i | 11% | -14% | -0.2% | -1% | 7% | -35% | 14% | -10%
O=C(O)c1ccc(CSc2nc3c(c(=O)[nH]2)CCC3)cc1 | i | x | 0% | -0.9% | u | x | 9% | x | 4%
CN1CCN(S(=O)(=O)c2cccc(C(=O)N(Cc3nnc(-c4ccccc4Cl)o3)C3CC3)c2)CC1 | i | 10% | 1% | 3.7% | 9% | -1% | -2% | 11% | 13%
CCOC(=O)c1c(NC(=O)CC(C)C)sc(C(C)=O)c1C | i | 2% | -1% | -0.7% | -5% | -3% | -20% | 18% | 0%
Cc1cc(C)c2c3c(sc2n1)C(=O)N(C)CC(=O)N3 | i | x | 33% | -0.8% | 8% | 5% | 4% | 1% | -6%
Cc1c(C=Nc2ccc(S(=O)(=O)N(C)C)cc2)c(O)[nH]c(=O)c1C#N | i | -3% | -27% | 0.3% | 4% | 5% | 14% | 13% | 3%
COCCn1c(SCc2ccc(F)cc2)nc2c1c(=O)[nH]c(=O)n2C | i | -19% | -13% | 3.6% | 7% | 10% | -32% | 0.46µM* | -1%
CN(C)S(=O)(=O)c1cccc(NC(=O)CCCc2nc3ccccc3c(=O)[nH]2)c1 | i | -8% | -7% | -0.6% | 3% | -5% | -7% | -3% | 2%
Cc1cc(C)cc(-n2c(C)cc(/C=N/NC(=O)CN(c3c(C)cccc3C)S(C)(=O)=O)c2C)c1 | i | u | -7% | -0.4% | -8% | -17% | -23% | u | u

# Pulled by compound from the entries so far (2):
Molecule | ATXN viability | Nrf2 block | ATXN2 expr inh | Nrf2 activator | EPAC2 antagonist | A549 tox | HepG2 tox | MCF10A rereplic | TGFb inhibitor
O=C(O)c1ccc(CSc2nc3c(c(=O)[nH]2)CCC3)cc1 | i | x | 0% | -0.9% | u | x | 9% | x | 4%
O=C(Nc1ccc(S(=O)(=O)N2CCCC2)cc1)c1cccs1 | i | -3% | -3% | 2.0% | 9% | 0% | -10% | -4% | u

# Bioassay records as filed in PubChem BioAssay.
